Screening results (PubChem)
MCF10A rereplic = inducers of DNA re-replication in MCF 10A breast cells. MCF 10A DNA re-replication, Hoechst nuclear intensity, 48 h. Potency, µM (doses to about 46.1 µM), for the others: top-dose activity, positive = re-replication, actives largely listed as activators. actives 2.9% (n = 350,000); also: potency is read from the fitted curve at half-maximal effect; % of control where 0% means no effect; nearly all actives have a fitted effect of over 50% in size
HT1080 IDH1KD tx = toxicity to HT-1080 IDH1 knockdown cells (counter line); HT-1080 IDH1 knockdown viability, ATP luminescence, 48 h; Potency, µM (titrated, usually from 46.1 µM), for inactives: at the top dose activity, negative = toxicity, most hits filed as cytotoxic; actives 2% (n = 360,000);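 also: potency is read from the fitted curve at half-maximal effect; 0% = DMSO wells and -100% = cell-free medium wells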
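Using the IDH1-knockdown HT-1080 line run in the same batch and compound series as the NT line, viability after 48 h at 37 °C was determined by CellTiter-Glo luminescence and expressed as % activity.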
KB-V1 cytotox = KB-V1 MDR subline cytotoxicity | KB-V1 MDR cells viability, CellTiter-Glo, 72 h | Potency, µM (top dose mostly 46.1 µM), for inactives: at the highest dose activity change, negative = cytotoxicity, hits mostly cytotoxic | actives 3.4% (n = 400,000) | AID 1347076; also: potency is read from the fitted curve at half-maximal effect; % is scaled to controls: 0 for no effect and ±100 for the full control effect; nearly all actives have a fitted effect of over 60% in size
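KB-V1 cells (P-gp-expressing MDR subline of KB-3-1) in phenol-red-free DMEM with 10% FBS were exposed to library compounds over a concentration series for 72 h at 37 degrees C. Viability read by CellTiter-Glo luminescence; concentration-effect curves fitted after normalization.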
SW480 rerep = inducers of DNA re-replication in SW480 colon cancer cells. SW480 DNA re-replication, Hoechst DNA content imaging, 48 h. Potency, µM (highest dose often 46.1 µM), without a hit: at the highest dose re-replication activation, hits mostly activators. actives 1.8% (n = 340,000). AID 624297; also: potency is read from the fitted curve at half-maximal effect; % of control where 0% means no effect; nearly all actives have a fitted effect of over 55% in size
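Readout is total intensity of Hoechst-stained nuclei, excited at 405 nm and collected at 500-530 nm. Compound treatment lasted 48 hr at 37 C in 5% CO2 before staining.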
HT1080NT lethal = kills 2HG-producing HT-1080-NT fibrosarcoma cells. HT-1080-NT fibrosarcoma viability, CellTiter-Glo ATP luminescence, 48 h. Potency, µM (doses to about 46.1 µM), for inactives: at the top dose activity, negative = less viability, actives largely listed as cytotoxic. actives 1.6% (n = 360,000);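 also: NT is the 2HG producing partner of a matched IDH1 knockdown line; potency is read from the fitted curve at half-maximal effect; 0% = DMSO-treated cells and -100% = media-only wells without cells; nearly all actives have a fitted effect of over 55% in size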
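750 cells/well, RPMI + 5% FBS; 2 h settle, compound pin-transfer, 48 h at 37 degrees C. CellTiter-Glo 10 min RT, luminescence. Normalized to DMSO and media-only wells.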
KB-3-1 cytotox = kills parental KB-3-1 adenocarcinoma cells | Potency, µM (highest dose often 46.1 µM), inactives show top-dose activity change, negative = cytotoxic, most hits filed as cytotoxic | KB-3-1 viability, CellTiter-Glo ATP luminescence, 72 h | actives 1.4% (n = 400,000); also: potency is read from the fitted curve at half-maximal effect; % is scaled to controls: 0 for no effect and ±100 for the full control effect; nearly all actives have a fitted effect of over 60% in size
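Cytotoxicity measured as CellTiter-Glo luminescence after 72 h at 37 C. Compound titrations were pinned onto drug-naive KB-3-1 parental adenocarcinoma cells grown in DMEM with 10% FBS, and normalized data fitted to concentration-response curves.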
ATXN2 expr inh = reduces ATXN2 reporter expression in HEK-293 cells | Potency, µM (top dose mostly 57 µM), without a hit: at the highest dose activity change, negative = inhibition, hits mostly inhibitors | HEK-293 ATXN2-luciferase reporter, luminescence, 24 h | actives 0.72% (n = 360,000); also: potency is read from the fitted curve at half-maximal effect; % is scaled to controls: 0 for no effect and ±100 for the full control effect; nearly all actives have a fitted effect of over 55% in size
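ATXN2-luciferase reporter cells (luciferase flanked by upstream and downstream ATXN2 gene portions) were treated 24 h at 37 °C with compounds at up to 57 uM. SteadyGlo luminescence gave expression; GF-AFC fluorescence gave viability.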
IL-1B inflam inh = inflammasome signaling inhibition, IL-1 beta readout; THP-1 LPS/ATP IL-1B secretion, AlphaLISA, 16 h; active compounds read low; activity change, % at 57.5 µM; actives 4.7% (n = 360,000); AID 743279; in the data active = activity change below about -50%; inconclusive = mostly about -30% to -49%; also: % is scaled to controls: 0 for no effect and ±100 for the full control effect
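Secreted IL-1B measured by AlphaLISA bead assay after 16 h compound exposure of THP-1 cells; compounds (final up to 57.5 uM) added 1 h before LPS (250 ng/mL) and ATP (1.25 mM) stimulation; lower signal means less secretion.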
WRN inhibitor = WRN helicase (human) inhibition; actives 0.46% (n = 360,000); Potency, µM (series often up to 114 µM), for the others: top-dose activity change, negative = inhibition, actives largely listed as inhibitors; Q14191; WRN helicase unwinding, fluorescent forked duplex, kinetic; AID 651768; also: potency is read from the fitted curve at half-maximal effect; % is scaled to controls: 0 for no effect and ±100 for the full control effect; nearly all actives have a fitted effect of over 55% in size
Target sequence (Q14191 whole entry, looked up): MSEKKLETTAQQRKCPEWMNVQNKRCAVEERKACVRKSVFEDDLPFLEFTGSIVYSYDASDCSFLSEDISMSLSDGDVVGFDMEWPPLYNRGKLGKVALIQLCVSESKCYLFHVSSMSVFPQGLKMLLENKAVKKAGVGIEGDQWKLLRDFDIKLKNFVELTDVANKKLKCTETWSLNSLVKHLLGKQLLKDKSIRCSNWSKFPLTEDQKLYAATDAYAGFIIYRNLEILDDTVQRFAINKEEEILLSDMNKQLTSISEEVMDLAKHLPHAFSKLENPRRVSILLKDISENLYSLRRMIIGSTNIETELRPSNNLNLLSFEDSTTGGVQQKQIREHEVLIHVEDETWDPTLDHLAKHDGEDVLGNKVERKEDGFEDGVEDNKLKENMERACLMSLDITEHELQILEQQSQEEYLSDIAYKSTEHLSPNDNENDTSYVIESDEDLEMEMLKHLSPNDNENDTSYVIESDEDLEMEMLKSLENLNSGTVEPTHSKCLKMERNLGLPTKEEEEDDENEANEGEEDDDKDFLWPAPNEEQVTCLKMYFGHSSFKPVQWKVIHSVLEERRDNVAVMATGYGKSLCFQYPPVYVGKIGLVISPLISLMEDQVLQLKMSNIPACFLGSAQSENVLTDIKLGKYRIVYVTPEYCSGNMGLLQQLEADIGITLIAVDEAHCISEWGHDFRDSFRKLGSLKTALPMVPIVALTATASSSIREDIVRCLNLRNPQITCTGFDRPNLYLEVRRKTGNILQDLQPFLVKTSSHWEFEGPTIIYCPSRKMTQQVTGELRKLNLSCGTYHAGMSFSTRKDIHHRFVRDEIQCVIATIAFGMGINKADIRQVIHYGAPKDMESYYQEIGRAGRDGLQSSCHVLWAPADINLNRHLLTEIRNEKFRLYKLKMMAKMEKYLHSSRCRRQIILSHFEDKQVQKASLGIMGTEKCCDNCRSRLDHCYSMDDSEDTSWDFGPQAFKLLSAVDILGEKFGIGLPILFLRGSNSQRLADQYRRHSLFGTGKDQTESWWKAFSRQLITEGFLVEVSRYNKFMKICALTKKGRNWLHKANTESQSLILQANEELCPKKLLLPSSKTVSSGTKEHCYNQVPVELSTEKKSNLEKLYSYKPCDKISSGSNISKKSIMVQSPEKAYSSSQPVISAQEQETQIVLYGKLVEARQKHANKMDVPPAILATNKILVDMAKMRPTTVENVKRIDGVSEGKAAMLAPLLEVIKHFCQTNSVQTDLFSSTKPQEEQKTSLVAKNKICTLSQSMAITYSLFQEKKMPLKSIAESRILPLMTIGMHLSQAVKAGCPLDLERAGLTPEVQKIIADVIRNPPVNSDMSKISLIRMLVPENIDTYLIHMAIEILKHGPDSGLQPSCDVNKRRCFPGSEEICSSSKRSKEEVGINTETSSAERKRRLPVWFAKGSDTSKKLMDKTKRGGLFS
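Kinetic red-fluorescence monitoring (525/598 nm) tracks WRN helicase activity after 100 nM fluorophore-quencher forked duplex and 2 mM ATP are added to 20 nM enzyme pretreated 15 min at room temperature with compound.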
* marks the source's active call; other numbers are inactive results; u = inconclusive; x = not tested or not shown; [ ] = dose if it differs, or a comment. Unless noted, calls follow the shape of the dose curve; as a rule, active = well fitted curve in the direction sought with a large enough effect; inconclusive = small, poorly fitted or top-dose-only effect, or another doubt; inactive = no such curve, though single readings can be large; an effect the other way counts as inactive or inconclusive.

(1) CN(CC(=O)Nc1ccncc1)S(=O)(=O)c1ccc(Br)cc1
(2) COc1cnc(-c2cccc(C(F)(F)F)c2)c(NC(=O)c2cc3ccccc3s2)n1
(3) O=C(Nc1cccnc1)C1(c2ccccc2)CCCC1
(4) CCOC(=O)C(Sc1nn(C)c(=S)s1)C(C)=O (centres undefined)
(5) CCOc1ccc(N(CC(=O)N/N=C(\C)c2cccc(NC(C)=O)c2)S(=O)(=O)c2ccccc2)cc1
(6) COc1cc(OC)cc(C(=O)NC(C)c2ccc(Br)cc2)c1 (centres undefined)
(7) CN1C(=O)CC(c2ccccc2)CC1=O
(8) CCOC(=O)c1c(C)[nH]c(C(=O)OCC(=O)NCCc2ccc(OCC)c(OCC)c2)c1C
(9) Cc1cc(C)c(NC(=O)c2ccc3c(c2)NC(=O)C(C)S3)c(C)c1 (centres undefined)
(10) Cc1ccc2nc(N3CCN(Cc4ccc(F)cc4)C3=O)c(C)cc2c1
Compound,1,2,3,4,5,6,7,8,9,10
MCF10A rereplic,25%,x,9%,0%,1%,-2%,-17%,u,-2%,u
HT1080 IDH1KD tx,-24%,21%,3%,13%,5%,-18%,-4%,u,2%,u
KB-V1 cytotox,21µM*,-1%,u,u,3%,-11%,21%,u,-18%,u
SW480 rerep,u,x,-4%,-5%,-11%,2%,1%[9.22 µM],-4%,-35%[inhibitor],3%
HT1080NT lethal,-15%,-2%,-1%,3%,-6%,-5%,-5%,-12%,12%,-11%
KB-3-1 cytotox,-1%,0%,15%,-8%,20%,0%,1%,46%,0%,-13%
ATXN2 expr inh,-15%,u,-9%,-3%,-2%,-16%,4%,-23%,-16%,2%
IL-1B inflam inh,-7,-7,14,-5,-18,0,-3,-6,14,-12
WRN inhibitor,-6%,-3%,-6%,1%,1%,-6%,-4%,13%,-2%,-13%

(11) COc1ccc(C2=NOC(C(=O)Nc3cc(C)on3)C2)cc1OC (centres undefined)
(12) CC1CN(C2CCN(C(=O)COc3ccccc3)CC2)CC(C)O1 (centres undefined)
(13) COc1ccc2nc(NC(=O)c3ccc(F)cc3)sc2c1
(14) COc1ccc(CNC(=O)C(C)Cc2ccccc2)cc1O (centres undefined)
(15) CC(C)(C)OC(=O)NC(=NCCCc1cn(CC(=O)N2CCN(C(=O)OC(C)(C)C)CC2)nn1)NC(=O)OC(C)(C)C
(16) CCOC(=O)C1=CNS(=O)(=O)NC1c1ccc(C[C@H](NC(=O)CNC(=O)CCc2ccccc2)C(N)=O)cc1 (some centres undefined)
(17) COc1ccc(C(=O)N2CCN(S(=O)(=O)c3cc(Cl)ccc3OC)CC2)cc1
(18) COc1ccc(-n2c(=O)cc(N3CCN(c4ccccc4F)CC3)[nH]c2=O)cc1
(19) C=CCN1C(=O)C2C3CC(=O)C(c4ccccc43)C2C1=O (centres undefined)
(20) CC(=O)c1c(C)oc2ccc(NS(=O)(=O)c3ccc(O)c(C(=O)O)c3)cc12
Compound,11,12,13,14,15,16,17,18,19,20
MCF10A rereplic,3%,-7%,1%,4%,-8%,7%,0%,4%,10%,-5%
HT1080 IDH1KD tx,0%,10%,u,9%,13%,-1%,-1%,-11%,2%,-1%
KB-V1 cytotox,-12%,0%,-10%,15%,13%,-4%,4%,-24%,0%,11%
SW480 rerep,6%,-4%,1%,-5%,-7%,9%,-3%,2%,5.2µM*,-6%[9.22 µM]
HT1080NT lethal,0%,3%,-16%,7%,25%,-1%,-5%,13%,7%,1%
KB-3-1 cytotox,19%,-1%,-6%,19%,12%,0%,6%,-2%,18%,5%
ATXN2 expr inh,x,3%,38%[activator],12%,6%,-4%,-30%,2%,14%,-9%
IL-1B inflam inh,-22,0,-26,5,22,22,12,17,7,21
WRN inhibitor,2%,-1%,12%,3%,5%,3%,-6%,-3%,7%,-25%[57.1 µM]

(21) O=C(CSc1nnc(-c2ccncc2)o1)Oc1ccccc1
(22) CC(C)(O)C#Cc1ccc(C(=O)NCc2ccccc2F)cc1
(23) CC1CCN(CC(O)COc2cccc(F)c2)CC1 (centres undefined)
(24) COCCN(C(=O)CSc1nnc(-c2cccc(F)c2)n1N)c1c(N)n(CC(C)C)c(=O)[nH]c1=O
(25) O=C(CN1C(=O)COCC1=O)N1CCOCC1
(26) COc1ccccc1C(=O)Nc1ccc(N2CCN(C(C)=O)CC2)cc1
(27) Cc1ccc(NC(=O)c2ccc(OCC3CCCO3)cc2)nc1 (centres undefined)
(28) COC(=O)CSC1=C(C#N)C(c2ccc3c(c2)OCO3)C2=C(CCCC2=O)N1 (centres undefined)
(29) Oc1cccc(-c2nnc(-c3cccc(O)c3)nn2)c1
(30) COc1ccccc1Nc1nc(N2CCCC2)nc(N2CCOCC2)n1
Compound,21,22,23,24,25,26,27,28,29,30
MCF10A rereplic,1%,11%,9%,u,-2%,-28%,4%,u,-4%,19%
HT1080 IDH1KD tx,21%,13%,-2%,-2%,-18%,-1%,-3%,-6%,-19%,x
KB-V1 cytotox,-2%,-4%,-12%,-17%,14%,25%,u,0%,u,-7%
SW480 rerep,-12%,-1%,-4%,2%,-1%,-16%,0%,-6%,6%,-5%
HT1080NT lethal,17%,8%,0%,-8%,3%,-1%,2%,-5%,-22%,x
KB-3-1 cytotox,14%,-7%,3%,-1%,12%,17%,-26%,6%,u,-7%
ATXN2 expr inh,-5%,29%,5%,-2%,3%,-2%,-2%,6%,u,5%
IL-1B inflam inh,5,2,-10,-4,4,-56*,0,5,31,x
WRN inhibitor,-15%,-31%[57.1 µM],4%,12%,12%,-9%,0%,2%,-15%,x

(31) CCN(CC)CCCC(C)Nc1nccc2c(Cl)cccc12 (centres undefined)
(32) O=c1[nH]c(CN2CCN(c3ncccn3)CC2)nc2c(Br)cc(Br)cc12
(33) CC1CCCCN1C(=O)COC(=O)C1CCN(S(=O)(=O)c2c(Cl)cccc2Cl)CC1 (centres undefined)
(34) COc1ccc(NC(=O)C(c2ccc(C)cc2)N(C)C(=O)CNC(C)=O)cc1 (centres undefined)
(35) CC(=O)NCC(=O)OC(C)C(=O)Nc1ccc(C(C)=O)cc1 (centres undefined)
(36) CCCOC(=O)c1c(-c2ccc(OC)cc2)oc2ccc(-c3ccc(OC)nc3)cc12
(37) CCn1c(C)nc2cc(-c3nnc(-c4c(-c5ccccc5)noc4C)o3)ccc21
(38) O=c1c(-c2ccc(O)cc2)coc2c(C3O[C@H](CO)[C@@H](O)[C@H](O)[C@H]3O)c(O)ccc12 (some centres undefined)
(39) Cc1ccccc1COc1ccc(-c2nn[nH]n2)cc1
(40) Clc1cccc(Cc2c(-c3ccccc3)nc3ccc(Cl)cn23)c1
Compound,31,32,33,34,35,36,37,38,39,40
MCF10A rereplic,u,-4%,3%,-1%,8%,22%,u,u,-1%,x
HT1080 IDH1KD tx,u,0%,9%,14%,-1%,10%,-8%,1%,-24%,-18%
KB-V1 cytotox,u,-3%,-3%,14%,-3%,u,u,15%,11%,-4%
SW480 rerep,u,-4%,-4%,-3%,-3%,5%,-9%,-1%,4%,x
HT1080NT lethal,u,1%,15%,7%,-2%,17%,-20%,5%,-21%,-22%
KB-3-1 cytotox,-22%,3%,3%,21%,-5%,0%,u,6%,-19%,0%
ATXN2 expr inh,u,u,2%,2%,1%,-9%,-9%,-4%,53%[activator],10%
IL-1B inflam inh,u,2,3,-2,-6,6,5,6,8,53
WRN inhibitor,-11%,-23%,-11%,6%,-9%,-4%,4%,13%,2%,-15%

Sorted by formula weight (ascending): 3 of the compounds above
(40) Clc1cccc(Cc2c(-c3ccccc3)nc3ccc(Cl)cn23)c1
(38) O=c1c(-c2ccc(O)cc2)coc2c(C3O[C@H](CO)[C@@H](O)[C@H](O)[C@H]3O)c(O)ccc12 (some centres undefined)
(33) CC1CCCCN1C(=O)COC(=O)C1CCN(S(=O)(=O)c2c(Cl)cccc2Cl)CC1 (centres undefined)
Compound,40,38,33
MCF10A rereplic,x,u,3%
HT1080 IDH1KD tx,-18%,1%,9%
KB-V1 cytotox,-4%,15%,-3%
SW480 rerep,x,-1%,-4%
HT1080NT lethal,-22%,5%,15%
KB-3-1 cytotox,0%,6%,3%
ATXN2 expr inh,10%,-4%,2%
IL-1B inflam inh,53,6,3
WRN inhibitor,-15%,13%,-11%

The listing continues:
(41) O=C(OCCN1CCOCC1)c1ccc(Cl)cc1Cl
(42) COc1cccc(OC)c1NC(=O)CN(C)S(=O)(=O)c1ccc2c(c1)OCCO2
(43) COc1cccc2c1OCC(C(=O)NCc1ccc(Cl)cc1Cl)=C2
(44) Cc1onc(-c2c(F)cccc2Cl)c1C(=O)Nc1cccc(S(=O)(=O)N2CCOCC2)c1
(45) COC(=O)c1ccccc1NC(=O)CSc1n[nH]c(-c2cccnc2)n1
(46) O=C(O)c1ccc(N=C2SCC(=O)N2Cc2ccccc2)cc1
(47) CCOc1ccccc1C1C2CCCCC2(O)CCN1C(=O)c1cccs1 (centres undefined)
Compound,41,42,43,44,45,46,47
MCF10A rereplic,0%,-26%,u,4%,-9%,1%,-3%
HT1080 IDH1KD tx,-1%,8%,7%,-1%,-11%,0%,-2%
KB-V1 cytotox,-1%,11%,u,u,u,-8%,23µM*
SW480 rerep,2%,-43%[inhibitor],-2%,1%,-20%,7%,7%
HT1080NT lethal,8%,9%,5%,-18%,-13%,3%,2%
KB-3-1 cytotox,-8%,3%,8%,-5%,-5%,-26%,4%
ATXN2 expr inh,x,2%,10%,-7%,-7%,-8%,14%
IL-1B inflam inh,11,-16,u,8,0,40,19
WRN inhibitor,-3%,1%[57.1 µM],-18%,-5%,-1%,-26%,-3%
